Screening results: PubChem, Sanford-Burnham Center for Chemical Genomics
HKDC1 inhibitor: inhibitors of human hexokinase HKDC1; recombinant HKDC1, G6PDH/diaphorase resazurin coupled fluorescence; inhibition, % at 20 µM; 0.16% of 340,000 active;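 active means inhibition above about 35% when tested at 20 µM, limit read from the data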;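 further: plate controls were DMSO wells with enzyme for no effect and DMSO wells lacking enzyme for full effect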
Target sequence (Q2TB90 whole entry, looked up): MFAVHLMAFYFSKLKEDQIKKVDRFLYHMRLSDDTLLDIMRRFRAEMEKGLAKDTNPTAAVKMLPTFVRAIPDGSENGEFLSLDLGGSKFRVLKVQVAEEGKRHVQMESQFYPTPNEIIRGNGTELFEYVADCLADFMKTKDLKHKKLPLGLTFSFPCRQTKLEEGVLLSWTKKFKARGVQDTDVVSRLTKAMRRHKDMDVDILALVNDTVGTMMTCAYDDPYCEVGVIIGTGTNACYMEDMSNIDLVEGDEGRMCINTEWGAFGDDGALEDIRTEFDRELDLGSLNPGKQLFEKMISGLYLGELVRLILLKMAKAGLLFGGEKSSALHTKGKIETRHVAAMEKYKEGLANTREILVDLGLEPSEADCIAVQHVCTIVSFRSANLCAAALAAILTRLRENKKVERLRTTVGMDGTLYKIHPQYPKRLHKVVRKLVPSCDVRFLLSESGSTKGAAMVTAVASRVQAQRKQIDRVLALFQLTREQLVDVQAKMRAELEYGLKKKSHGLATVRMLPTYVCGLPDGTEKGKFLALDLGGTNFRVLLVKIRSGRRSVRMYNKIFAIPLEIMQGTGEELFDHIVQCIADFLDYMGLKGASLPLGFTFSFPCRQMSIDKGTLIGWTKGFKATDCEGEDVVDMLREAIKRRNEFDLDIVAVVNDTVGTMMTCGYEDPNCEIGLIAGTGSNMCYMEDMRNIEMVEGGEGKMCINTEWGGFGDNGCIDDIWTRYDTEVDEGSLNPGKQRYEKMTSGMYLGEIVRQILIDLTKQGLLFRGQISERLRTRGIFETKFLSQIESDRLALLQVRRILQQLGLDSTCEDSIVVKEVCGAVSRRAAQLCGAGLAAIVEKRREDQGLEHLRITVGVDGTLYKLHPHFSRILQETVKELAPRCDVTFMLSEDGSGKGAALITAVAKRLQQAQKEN
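Test system: Recombinant HKDC1 (HK5) hexokinase enzyme, produced in-house | Input: HKDC1 at 5 µg/mL | Buffer or medium: Tris pH 8.0 buffer with MgCl2, Tween-20, BSA, BME | Schedule: 90 min reaction incubation at room temperature, dark | Technique: Resazurin-to-resorufin fluorescence via G6PDH and diaphorase coupling, 525/613 nm | Controls: DMSO wells with and without enzyme mix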
mIAP block: blocks mouse intestinal alkaline phosphatase. purified mouse IAP, CDP-Star luminescence, 30 min. inhibition, % at 10 µM. 0.2% of 330,000 active;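 active means inhibition of at least 40% at 10 µM in the primary screen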;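 further: plate controls were DMSO with enzyme for no effect and no enzyme wells for full effect; values of inactives mirror those of a sister screen read the other way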
mIAP activ: mouse IAP activation; muIAP, CDP-Star luminescence, 30 min; stronger effect = higher value; 1 = vehicle-only enzyme signal, 0 = enzyme-free wells; activation factor at 10 µM; 0.24% of 330,000 active; AID 2805;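 active means activation factor of at least 2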; further: the source names both 10 and 20 µM as test concentration; values of inactives mirror those of a sister screen read the other way
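Assay system: mouse IAP enzyme; reagent: chemiluminescent substrate CDP-Star; dosing: test compounds delivered from DMSO solution; schedule: 30 min at room temperature; measured by: luminescence from enzymatic CDP-Star hydrolysis; controls: DMSO-only wells and no-enzyme negative control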
hIAP inh: blocks human intestinal alkaline phosphatase | P09923 | purified IAP, CDP-Star luminescence, 30 min | inhibition, % at 10 µM | AID 2544 | 0.12% of 330,000 active;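 active means inhibition reaching a set limit with compound at 10 µM in the primary screen, cut at about 35% in these data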;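 further: plate controls were DMSO wells with enzyme for no effect and no-enzyme buffer wells for full effect; values of inactives mirror those of a sister screen read the other way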
ATG4B inhibitor: ATG4B (human) cysteine protease inhibition. Q9Y4P1. inhibition, % at 8.33 µM. 0.51% of 340,000 active. ATG4B cleavage of LC3-PLA2, NBD-HPC fluorescence, 1 h; in the data active means inhibition above about 40%
hIAP activ: human IAP activation; activation factor at 10 µM; 0.16% of 330,000 active; P09923; purified human IAP, CDP-Star luminescence, 30 min; stronger effect = higher value; 1 = vehicle-only enzyme, 0 = enzyme-free background; AID 2524;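 active means activation factor of the enzyme at least 2-fold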; further: the source names both 10 and 20 µM as test concentration; values of inactives mirror those of a sister screen read the other way
APOBEC3A inh: human APOBEC3A DNA deaminase inhibition | inhibition, % at 20 µM | AID 493011 | 0.41% of 330,000 active | recombinant A3A, FAM/TAMRA ssDNA deamination fluorescence | P31941;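 active means at least 40% inhibition at 20 µM here, with at most 30% in a related deaminase screen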;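 further: plate controls were A3A with DMSO for no effect and wells lacking A3A enzyme for full effect; some results filed as inactive read as strong as hits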
PfG6PD inh: PfG6PD (Plasmodium falciparum) enzyme inhibition; PfGluPho enzyme, NADPH resazurin-diaphorase fluorescence; inhibition, % at 20 µM; 0.78% of 350,000 active;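 active means inhibition reaching at least a set limit at 20 µM in the primary screen, cut at about 59% in these data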;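 further: 0% = DMSO wells with substrate and 100% = DMSO wells lacking glucose-6-phosphate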
Active calls of the source: *.

mol,HKDC1 inhibitor,mIAP block,mIAP activ,hIAP inh,ATG4B inhibitor,hIAP activ,APOBEC3A inh,PfG6PD inh
CC1(c2nnc(-c3cccc(Cl)c3)o2)CC(c2ccc(Cl)cc2)=NO1 (stereo not given),5,13,0.87,6,-7,0.94,2,8
Cc1ccccc1NC(=O)C1CCN(C2=NS(=O)(=O)c3ccccc32)CC1,2,18,0.82,1,4,0.99,1,-21
CCN(CC)CC(=O)Nc1ccc(/C(C)=N/NC2=NCCN2)cc1,9,10,0.9,8,-10,0.92,-1,-17
CC(C)CNC(=O)CCc1c[nH]c2ccccc12,-4,3,0.97,6,2,0.94,2,-1
Oc1ccccc1N1CCN(c2ncnc3scc(-c4ccc(F)cc4)c23)CC1,10,9,0.91,5,-6,0.95,-6,9
Cc1cc(Cl)ccc1NC(=O)COC(=O)CCNS(=O)(=O)c1ccccc1,-4,-17,1.2,10,-7,0.9,-1,13
CC1(C)C2CCC(C2)C1(C)NC(=O)CN1CCCC1 (stereo not given),3,-3,1,0,2,1,-9,0
Nn1c(SCC(=O)Nc2ccc3c(c2)OCCO3)nnc1-c1ccncc1,-3,-2,1,-10,2,1.1,1,-1
Cc1ccc(-c2ccc(/C=C/C(=O)c3ccccc3)o2)cc1,-11,5,0.95,-7,-4,1.1,-3,11
CCCn1nc(C(=O)OCC(=O)Nc2cccc(S(N)(=O)=O)c2)c2ccccc2c1=O,0,-10,1.1,-10,-34,1.1,0,-4
COc1ccc(NC(=O)c2cccc(-n3c(C)ccc3C)c2)c(OC)c1,12,-3,1,1,13,0.99,-3,-7
CCOCCCNCc1ccc(OCC(=O)N2CCOCC2)c(OC)c1,0,-5,1,11,7,0.89,-2,2
CCCCn1c(=O)c(-c2ccccc2)c(O)c2ccccc21,9,-18,1.2,-21,2,1.2,-4,0
CCOc1cc(N2CCOCC2)c(OCC)cc1NC(=O)C(C)(C)C,-2,-5,1,-20,-1,1.2,0,7
CCN1CCN(c2ccc(S(=O)(=O)N3CCOCC3)cc2NC(=O)CC(C)C)CC1,-3,-4,1,5,-9,0.95,3,16
CCOc1ccccc1OCCOc1cccc(C(F)(F)F)c1,2,-1,1,26,-2,0.74,3,28
Cc1cc(N2CCOCC2)ncc1[N+](=O)[O-],-7,4,0.96,14,-9,0.86,-1,-7
O=C(Nc1ccc(Cl)cc1)c1csc(-c2ccccc2)n1,-4,8,0.92,-14,3,1.1,-3,26
Cc1ccc(Nc2nc(N)c([N+](=O)[O-])c(NCCO)n2)cc1,2,-4,1,7,-7,0.93,-4,-6
O=C(Nc1ccccc1)Nc1nnc(Cc2ccccc2F)s1,-6,5,0.95,0,-3,1,-8,-12
Nc1[nH]n2c(=O)c3c(nc2c1N=Nc1ccc(Cl)cc1)CCCC3,-21,4,0.96,-6,2,1.1,2,-4
CC(C)(C)OC(=O)C[C@@H]1C/C=C\C[C@@H](CC(=O)N[C@H](CO)Cc2ccccc2)C(=O)N2CCC[C@H]2COC1=O,-6,-5,1.1,13,-15,0.87,0,8
CCCN(CC(=O)Nc1ccccc1C)C(=O)/C=C/c1ccc(S(=O)(=O)N2CCCCCC2)cc1,-2,6,0.94,4,2,0.96,2,8
COCCn1c(N)c(C#N)c2nc3ccccc3nc21,6,0,1,2,-6,0.98,1,-5
Cc1ccc(N(Cc2cc(=O)[nH]c3ccccc23)C(=O)CCl)c(C)c1,16,1,0.99,-13,-4,1.1,1,10
O=C(CSc1nc(C(F)(F)F)cc(=O)[nH]1)N1CCCCCC1,-5,-1,1,-10,1,1.1,-1,4
COC(=O)c1ccc(NC(=O)CSc2nnc(CNc3ccc(F)cc3)n2C)cc1,-8,-2,1,-5,-14,1.1,-5,-2
Cc1ccc(CCN2CC(C(=O)NCCN3CCCCCC3)CC2=O)cc1 (stereo not given),-9,-8,1.1,-1,-3,1,7,9
O=C(c1noc2c1CCCC2)N1CCc2c([nH]c3ccccc23)C1c1ccccn1 (stereo not given),-4,0,1,6,3,0.94,-3,16
Cc1nnc(SCCCn2c(N3CCCCC3)nc3c2c(=O)[nH]c(=O)n3C)s1,-11,1,0.99,8,-5,0.92,0,-2

Reformatted: results already given.
HKDC1 inhibitor | mIAP block | mIAP activ | hIAP inh | ATG4B inhibitor | hIAP activ | APOBEC3A inh | PfG6PD inh | canonical_smiles
9 | -18 | 1.2 | -21 | 2 | 1.2 | -4 | 0 | CCCCn1c(=O)c(-c2ccccc2)c(O)c2ccccc21
-2 | -5 | 1 | -20 | -1 | 1.2 | 0 | 7 | CCOc1cc(N2CCOCC2)c(OCC)cc1NC(=O)C(C)(C)C
-3 | -4 | 1 | 5 | -9 | 0.95 | 3 | 16 | CCN1CCN(c2ccc(S(=O)(=O)N3CCOCC3)cc2NC(=O)CC(C)C)CC1

Additional entries
mol,HKDC1 inhibitor,mIAP block,mIAP activ,hIAP inh,ATG4B inhibitor,hIAP activ,APOBEC3A inh,PfG6PD inh
COC(=O)Cc1ccc(O)c(N)c1,7,4,0.95,2,4,0.98,-5,-4
CS(=O)(=O)c1nc(S(=O)(=O)c2ccc(Cl)cc2)c(N2CCN(CCO)CC2)s1,-1,0,1,-13,-12,1.1,-4,5
O=C(NCCCN1CCCCC1)C1CCC(CNS(=O)(=O)c2cccc3nsnc23)CC1 (stereo not given),-4,0,1,-7,-4,1.1,0,0
O=c1oc2ccccc2cc1-c1csc(Nc2nc3c(F)cccc3s2)n1,-6,22,0.78,2,3,0.98,6,-16
Cc1ccccc1CSCCNC(=O)c1ccc(Cl)c(S(=O)(=O)N2CCOCC2)c1,-4,12,0.88,1,-13,0.99,5,16
Cc1cccc(C)c1NC(=O)CNC(=O)Cc1c[nH]c2ccccc12,-5,-7,1.1,-8,2,1.1,-1,-6
O=C(c1cc(Cl)c(=O)n(Cc2ccc(Cl)cc2)c1)N1CCOCC1,-6,2,0.98,-15,3,1.2,0,3
CCOc1ccc(C(=O)NCCc2cnc[nH]2)cc1,-7,2,0.97,-11,-4,1.1,1,2
O=Cc1c(N2CCN(c3ccccc3)CC2)nc2ccccn2c1=O,-9,4,0.96,7,1,0.93,0,9
CCOC(=O)C(O)(CC(=O)c1ccc(Cl)cc1)C(=O)OCC,-8,-7,1.1,-2,-1,1,14,2
c1ccc(C(c2nnnn2C2CCCC2)N2CCCCCC2)nc1 (stereo not given),-7,3,0.97,8,1,0.92,-6,4
CC(=O)Nc1ccn(-c2ccccc2)n1,-2,8,0.92,4,-7,0.96,-4,-1
O=C(Nc1ccc(Cl)cc1)Nc1ccccc1C(=O)O,-1,12,0.88,-4,7,1,-1,-3
COc1ccccc1NS(=O)(=O)c1ccc(NC(C)=O)cc1,-16,10,0.9,25,1,0.75,0,-11
COc1ccc(O)c(/C=N/NC(=S)NCCc2ccccc2)c1,-24,9,0.91,-107,-1,2.1*,-4,-8
COc1ccc(-c2ocnc2C(=O)Nc2ccccc2N2CCCCC2)cc1,0,10,0.9,3,-1,0.97,-2,1
CC1CCc2sc(C(=O)OCC(=O)NC(N)=O)cc2C1 (stereo not given),-1,6,0.94,-14,-2,1.1,8,-5
Cc1c(N(C)C(=O)C2CCCN2S(=O)(=O)c2ccccc2)c(=O)n(-c2ccccc2)n1C (stereo not given),-9,-3,1,0,4,1,-2,-17
COc1ccc(NC(=O)CCS(=O)(=O)c2cc3c(cc2C)NC(=O)CO3)cc1,-4,2,0.98,-10,5,1.1,4,-8
O=C(Nc1ccc(Cl)cc1)N1CCN(C(=O)C2CCCO2)CC1 (stereo not given),-4,2,0.98,-3,-3,1,0,-2
COc1ccc(OC)c(NC(=S)NCCN2CCOCC2)c1,-11,-5,1,4,-4,0.96,-1,-14
O=C(NC(Cc1c[nH]c2ccccc12)C(=O)O)/C(=C/c1ccc(F)cc1)NC(=O)c1ccccc1 (stereo not given),2,-9,1.1,14,-10,0.86,-1,5
COc1cc(OC)cc(-c2nc(=S)n3ccsc3n2)c1,-2,-1,1,-10,-8,1.1,0,-18
C=CCNc1nc(C(=O)OCC(=O)c2ccc(C)c([N+](=O)[O-])c2)cs1,-3,11,0.89,4,-3,0.96,28,6
O=C(Cn1cncn1)N/N=C/c1cccnc1,5,-2,1,-4,-10,1,-7,6
O=C(COC(=O)c1ccccc1Nc1ccccc1)NCc1ccccc1,0,6,0.94,21,1,0.79,-2,2
Cc1ccccc1NC(=O)Cn1c(=O)n(CC2CCCO2)c(=O)c2ccccc21 (stereo not given),-8,-11,1.1,-3,-2,1,2,1
COC(=O)c1ccc(-c2noc(CN3C[C@H]4CC[C@H]3C4)n2)cc1,-11,0,1,11,-4,0.89,-2,-3
Nc1cc([N+](=O)[O-])ccc1O,1,10,0.9,26,0,0.74,-1,11
O=C1c2ccc(-c3ccc(Cl)c(C(F)(F)F)c3)cc2S(=O)(=O)c2cccc(C(=O)N3CCN(c4ncc(Br)cn4)CC3)c21,-4,0,1,-12,2,1.1,5,6
COc1cccc(C(=O)Nc2cc(NC(=O)c3ccco3)ccc2OC)c1,4,-5,1.1,3,1,0.97,3,-5
CC(/C=C/c1ccc2c(c1)OCO2)=N/NC(=O)COc1ccc(C)cc1,-11,5,0.95,-13,-19,1.1,1,1
COc1ccc(C(=O)N2CCC(O)(c3ccc(Cl)cc3)CC2)cc1OC,0,-7,1.1,-13,3,1.1,0,-11
O=C(Nc1cccnc1)C12CC3CC(CC(C3)C1)C2,5,-8,1.1,6,-1,0.94,-1,5
COc1ccc(NC(=O)CSc2cc(C)nc3c(-c4ccccc4)cnn23)cc1,4,11,0.89,13,-7,0.87,2,10
CC(=O)Nc1cccc(OCCCOc2ccc([N+](=O)[O-])cc2)c1,-5,-3,1,-3,4,1,-3,-5
Cn1c2ccccc2c2nn(-c3ccccc3)c(=O)cc21,-6,3,0.97,19,4,0.81,1,-5
O=C(O)CCC(=O)Nc1ccccc1Oc1ccccc1,-8,-3,1,-16,-5,1.2,3,-5
O=C(CN1C(=O)C2C3C=CC(C3)C2C1=O)Nc1nc(SCc2ccc(Cl)cc2)n[nH]1 (stereo not given),1,18,0.82,-50,0,1.5,-3,-1
COc1ccc(NC(=O)N(C)C[C@H]2Oc3c(NC(=O)NC4CCCCC4)cccc3C(=O)N([C@H](C)CO)C[C@@H]2C)cc1,-6,-10,1.1,2,-13,0.98,0,8
CCc1ccc(-c2cc(C(=O)N3N=C(C(F)F)CC3(O)C(F)F)c3ccccc3n2)cc1 (stereo not given),13,14,0.86,2,2,0.98,-2,22
CC(=O)c1cc2c(cc1NS(=O)(=O)c1ccccc1)OCO2,-4,1,0.99,0,-4,1,-2,25
CCOC(=O)c1ccc(NC(=O)Cn2nnc(-c3ccc(F)cc3)n2)cc1,2,0,1,-2,-8,1,-1,6
Cc1c(N(C)C)nc2ccccc2c1N,-5,11,0.89,25,-2,0.75,-3,-7
Fc1ccccc1CNCc1ccc2c(c1)OCO2,-7,5,0.95,-10,-1,1.1,-6,12
CNC(=S)N(C)c1ccccc1,-10,10,0.9,-38,18,1.4,-3,4
Cc1cc(C)cc(NC(=S)NCCCN2CCOCC2)c1,-8,3,0.97,26,-7,0.74,-2,3
O=C(N/N=C/c1c[nH]c2ccccc12)c1ccccc1O,-5,10,0.9,3,1,0.97,4,-12
